Screens deposited in PubChem BioAssay by Fisher Drug Discovery Resource Center.
hcGAS inh: Primary biochemical luminescence assay for human cyclic GMP-AMP synthase inhibitors. Q8N884. AID 1259398, 2018. 290,000 compounds, 0.081% hits. inhibition, % at 12.5 µM. recombinant h-cGAS, ATP depletion, Kinase-Glo luminescence;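 further: 0% = vehicle reaction and 100% = reaction without DNA for no activity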
Target sequence (Q8N884 whole entry, looked up): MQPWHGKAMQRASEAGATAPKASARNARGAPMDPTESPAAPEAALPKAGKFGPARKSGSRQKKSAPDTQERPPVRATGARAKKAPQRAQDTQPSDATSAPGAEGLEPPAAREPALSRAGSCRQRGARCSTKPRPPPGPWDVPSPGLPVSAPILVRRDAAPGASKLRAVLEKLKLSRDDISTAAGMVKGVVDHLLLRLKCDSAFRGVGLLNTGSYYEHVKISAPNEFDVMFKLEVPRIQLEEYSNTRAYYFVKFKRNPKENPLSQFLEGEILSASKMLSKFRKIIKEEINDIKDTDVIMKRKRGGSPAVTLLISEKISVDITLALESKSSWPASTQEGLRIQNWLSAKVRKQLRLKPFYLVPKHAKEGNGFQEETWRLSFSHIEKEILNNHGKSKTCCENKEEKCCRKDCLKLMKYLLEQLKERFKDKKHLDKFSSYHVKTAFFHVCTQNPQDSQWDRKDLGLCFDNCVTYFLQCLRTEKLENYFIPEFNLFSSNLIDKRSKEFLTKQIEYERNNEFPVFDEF
NPYLR7 ag: agonists of mosquito NPYLR7 receptor, primary screen, cell-based, Aedes aegypti, calcium fluorescence, mosquito biting behavior | Aedes aegypti neuropeptide Y-like receptor 7 (NPYLR7) | HEK293T NPYLR7/Galpha15, GCaMP6s calcium fluorescence | activation, % at 10 µM | 270,000 compounds, 0.15% hits; in the data active means activation above about 40%;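 further: 0% = vehicle and 100% = reference agonist at the receptor; some compounds past the cut are filed as inactive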
mcGAS lum: cyclic GMP-AMP synthase inhibitors, mouse, primary biochemical chemiluminescence; Q8C6L5; recombinant cGAS, Kinase-Glo ATP depletion luminescence; inhibition, % at 12.5 µM; 160,000 compounds, 0.15% hits; AID 1259399, 2018;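 further: 0% = negative control wells and 100% = reference inhibitor with no enzyme activity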
Starred values were filed as active, the others as inactive; . = no result given; & = joins results of further samples. Unless noted, no stated cut-off is given here; in the data, active means inhibition above about 40%; inactive means the rest.

1) COc1ccccc1-c1ccc2c(c1)C(C)(Cc1c(C)noc1C)C(=O)N2 (configuration not stated)
2) Cc1cc(CNC(=O)c2sc(-c3cccc(Cl)c3)nc2C)no1
3) COC(=O)c1ccc(C(=O)N2CCc3cc(OC)c(OC)cc3C2c2ccccc2)cc1 (configuration not stated)
4) c1ccc(N2CCN(c3nc4ccccc4c4nc(-c5ccncc5)nn34)CC2)nc1
5) Cc1nn(Cc2cc(=O)n3c(C)csc3n2)c(C)c1[N+](=O)[O-]
6) O=C(CCc1ccccc1)Nc1nnc(C23CC4CC(CC(C4)C2)C3)s1
7) Cc1cn2c3c(=O)n(CC(=O)C(C)(C)C)c(=O)n(C)c3nc2n1-c1ccccc1F
8) CCOCC(=O)N1CCO[C@@H]2CCCC[C@H]21

| assay / compound | 1 | 2 | 3 | 4 | 5 | 6 | 7 | 8 |
| --- | --- | --- | --- | --- | --- | --- | --- | --- |
| hcGAS inh | 2 | 3 | -4 | -6 | -2 | -9 | -6 | -3 |
| NPYLR7 ag | -3 | 1 | 18 | 4 | 6 | 5 | 4 | -6 |
| mcGAS lum | 2 | . | -7 | -4 | . | -8 | -7 | . |

9) Cc1cc(C)c(C)c(SC(C(=O)NC(N)=O)C(C)C)c1C (configuration not stated)
10) O=C(CCCOc1ccc(F)cc1)Nc1nncs1
11) O=C1CCC(C(=O)OCc2csc(-c3cccs3)n2)O1 (configuration not stated)
12) Cc1cccc(OC2CCCCC2N)c1 (configuration not stated)
13) O=C(Cc1ccccc1)NCC1CCN(c2nc(Cc3ccc(Cl)cc3)ns2)CC1
14) COc1cccc(OC)c1OCCN1CCC(C(=O)NC(C)c2ccccc2)CC1 (configuration not stated)
15) Cc1ccc(C2CC(=O)c3cn4nc(C)nc4nc3C2)cc1 (configuration not stated)
16) COc1ccc(N2C(=O)CSC2c2ccccc2NC(=O)COCc2ccccc2)c(OC)c1 (configuration not stated)

| assay / compound | 9 | 10 | 11 | 12 | 13 | 14 | 15 | 16 |
| --- | --- | --- | --- | --- | --- | --- | --- | --- |
| hcGAS inh | -5 | -3 | -2 | -12 | -9 | -3 | -7 | -11 |
| NPYLR7 ag | 0 | -2 | 2 | 4 | 11 | 12 | 3 | 8 |
| mcGAS lum | -11 | . | . | -17 | -5 | -3 | . | -4 |

17) COc1ccccc1N1CCN(c2cc(Oc3ccc(F)cc3Cl)ncn2)CC1
18) COc1ccsc1C(=O)Nc1ccc(N2CCN(C)CC2)cn1
19) Cc1ccc(S(=O)(=O)CCC(=O)N(CCN(C)C)c2nc3cc(C)cc(C)c3s2)cc1
20) Cc1ccc(-n2c(SC(C)C)nc3c(c2=O)SCC3)cc1
21) Cc1ccc2[nH]c(C(=O)N3CCC(C)CC3)cc(=O)c2c1
22) OC1(c2ccc(F)cc2)C[N+]2=C(SCCC2)N1CCc1ccccc1 (configuration not stated)
23) CNc1ccc(-c2cccc(C(=O)N3CCOCC3)c2)cn1
24) CC(C)CCC(=O)N1CCC(NC(=O)OC(C)(C)C)C(C)C1 (configuration not stated)

| assay / compound | 17 | 18 | 19 | 20 | 21 | 22 | 23 | 24 |
| --- | --- | --- | --- | --- | --- | --- | --- | --- |
| hcGAS inh | -5 | -25 | -8 | -3 | 1 | -2 | -10 | -9 |
| NPYLR7 ag | 12 | -5 | -3 | 1 | 1 | -6 | 4 | -4 |
| mcGAS lum | -4 | . | -7 | . | -3 | . | . | -14 |

25) Cc1ccc(NC(C)C(=O)Nc2ccc3c(c2)OCCO3)cc1 (configuration not stated)
26) COCCNC(=O)C1(C)CCCN(Cc2cccc(F)c2)C1 (configuration not stated)
27) CC1=NC2=C(C(=O)CC(c3ccccc3)C2)C(c2ccccc2Br)C1C#N (configuration not stated)
28) COCCC(=O)N1CCC(C(=O)Nc2cccc(-c3cccc(Cl)c3)c2)CC1
29) Cc1ccc(CCNC(=O)C2CC=CCC2C(=O)N2CCC(C#N)(c3ccccc3)CC2)cc1 (configuration not stated)
30) CCc1[nH]n(-c2cccc(Cl)c2)c(=O)c1C1=C([n+]2ccccc2)C(=O)N(c2ccc3c(c2)OCO3)C1=O
31) Cc1cc(NC(C)c2cnn(C)c2)nc2cc(Cl)ccc12 (configuration not stated)
32) COc1ccc(/C=C/C(=O)N(C)c2ccccc2C(=O)O)cc1

| assay / compound | 25 | 26 | 27 | 28 | 29 | 30 | 31 | 32 |
| --- | --- | --- | --- | --- | --- | --- | --- | --- |
| hcGAS inh | -2 | 1 | -5 | -8 | 2 | -15 | -1 | 2 |
| NPYLR7 ag | 0 | 5 | 2 | -2 | -9 | 9 | 3 | 1 |
| mcGAS lum | . | 0 | -5 | -9 | 0 | -8 | -14 | . |

33) CC(C)(C)c1ccc(OCc2n[nH]c(=S)o2)cc1
34) CCN1CCN(C2=C(c3c(C)[nH]n(-c4cccc(Cl)c4)c3=O)C(=O)N(c3ccc4c(c3)OCO4)C2=O)CC1
35) O=c1cc(CO)oc(C(Nc2ccccn2)c2ccccc2F)c1O (configuration not stated)
36) Cc1cc(C)nc(NS(=O)(=O)c2ccc(NC(=O)CSc3nc4ccccc4s3)cc2)n1
37) CC(C)Oc1ccc(C#N)cc1NCc1nnsc1Cl
38) Cc1ccc(NC(=O)[C@H]2C[C@H](C(=O)O)CN(Cc3cccc(F)c3C)C2)cn1
39) O=C(CCN1C(=O)COc2ccccc21)Nc1nc(-c2ccccc2)cs1
40) Cc1cc(C)c2nc(NC(=O)Cc3ccccc3)sc2c1

| assay / compound | 33 | 34 | 35 | 36 | 37 | 38 | 39 | 40 |
| --- | --- | --- | --- | --- | --- | --- | --- | --- |
| hcGAS inh | -3 | -13 | -5 | -4 | -7 | -3 | 1 | -6 |
| NPYLR7 ag | -1 | 17 | 7 | -4 | 4 | 1 | 6 | 1 |
| mcGAS lum | . | -5 | -5 | -6 | . | . | . | -5 |

41) Cc1nc(CC(=O)NCc2cccnc2N2CCOCC2)cs1
42) COc1cc(=O)n(-c2ccc(F)cc2)nc1C(=O)N1CCCC1
43) C=CCNCc1csc(COc2ccc(C)cc2)n1
44) Cc1nc(SCc2cc(Cl)cc3c2OCOC3)c2ccccc2n1
45) COc1ccc(CN2CCN(Cc3cc4ccccc4[nH]3)CC2CCO)c(F)c1 (configuration not stated)
46) CC(C)CCN1C(=O)N(Cc2cccnc2)C(=O)C12CCN(Cc1cccc(C(F)(F)F)c1)CC2
47) C=CCn1c(SCc2ccc(Br)cc2)nnc1-c1cccc(C)c1
48) Cc1ccc(OCC(=O)Oc2coc(CSc3nc(C)cc(C)n3)cc2=O)cc1

| assay / compound | 41 | 42 | 43 | 44 | 45 | 46 | 47 | 48 |
| --- | --- | --- | --- | --- | --- | --- | --- | --- |
| hcGAS inh | -6 | -12 | -2 | -2 | -1 | -16 | -3 | -6 |
| NPYLR7 ag | 3 | 8 | 4 | 0 | 18 | 15 | . | -12 |
| mcGAS lum | . | -7 | . | -4 | -8 | -6 | -2 | -8 |

49) Cc1nccn1CCn1nc(C2CCNCC2)n(Cc2ccccc2)c1=O
50) CC(C)=CC(O)(C=C(C)C)c1ccc(CN(Cc2ccccc2F)C(C)C)o1
51) O=S(=O)(Nc1cccc2cccnc12)c1ccccc1F
52) CCOC(=O)N1CCC(NC(=O)C2CC23CCN(Cc2ccc(OC)c(OC)c2Cl)CC3)CC1 (configuration not stated)
53) Cc1cccc(Oc2cnn(-c3cccc(Cl)c3)c(=O)c2Nc2cccc(C(=O)NCc3ccco3)c2)c1
54) CCCC(Sc1nnc(-c2ccncc2)n1-c1cccc(C(F)(F)F)c1)C(=O)OCC (configuration not stated)
55) CCOC(=O)c1c(C)n(C)c2ccc(OC(=O)c3ccco3)cc12
56) Cc1onc(-c2ccccc2)c1C(=O)NCC(C)C

| assay / compound | 49 | 50 | 51 | 52 | 53 | 54 | 55 | 56 |
| --- | --- | --- | --- | --- | --- | --- | --- | --- |
| hcGAS inh | -5 | -5 | 4 | -6 | -3 | -4 | -3&-7 | 1&-7 |
| NPYLR7 ag | -5 | 3 | -1 | 8 | 9 | 4 | 3&-1 | 8&2 |
| mcGAS lum | . | -4 | . | -25 | -4 | -8 | -7&-6 | -4 |

Later entries
#	Compound	hcGAS inh	NPYLR7 ag	mcGAS lum
57	COC(=O)N=Nc1c(O)n(C)c2ccccc12	-2	3	.
58	O=S(=O)(NCc1ccccc1)Nc1ccccc1-n1cccc1	-7	.	-13
59	O=C(NCc1ccco1)c1cc2nc(-c3ccc4c(c3)OCO4)cc(C(F)(F)F)n2n1	-6	3	-4
60	COc1cc(OC)nc(C(NC(=O)C2CCN(Cc3ccccc3F)CC2)c2ccc(Cl)cc2)n1 (configuration not stated)	-1	-2	-4
61	CCN(CC)C(=O)C1CCCN(C(=O)c2oc3c(C)c(C)ccc3c2C)C1 (configuration not stated)	-7	2	.
62	OCc1ccc(N2CCCC2)cc1F	-5	-1	.
63	COc1ccccc1N1C(=O)CSC1c1ccccc1NC(=O)c1ccc(Cl)c([N+](=O)[O-])c1 (configuration not stated)	-8	12	-4
64	CC1CCCN(S(=O)(=O)c2ccc(NS(=O)(=O)c3cccs3)cc2)C1 (configuration not stated)	-2	2	.
65	CCOC(C)c1nc(COc2ccccn2)cs1 (configuration not stated)	-9	1	.
66	CCOC(=O)C1CCCN(C(=O)c2cc3n(n2)CCCN(C)C3)C1 (configuration not stated)	-7	-1	-19
67	C/C=C\COC1CCCN(C(=O)Nc2ccc(C)cc2)C1 (configuration not stated)	0	-18	1
68	Oc1ccc(N2CCN(Cc3nc4ccccc4o3)CC2)cc1	-4	0	.
69	Cc1cc(C)cc(C(=O)Nc2c(C)nc3scc(C)n3c2=O)c1	-7	4	-6
70	CCOC(=O)N1CCN(C(=O)c2csc(CSc3nnc(-c4ccco4)n3-c3ccccc3OC)n2)CC1	-9	-2	-6
71	Cc1ccc(-n2ncc3c(C)nn(CC(=O)Nc4ccc5c(c4)OCO5)c(=O)c32)cc1C	-4	7	.
72	Cc1cc2nc(C)n(CCC(C)C)c2cc1C	-3	2	.
73	Cc1ccc(NC(=O)c2sccc2S(=O)(=O)N2CCOCC2)cc1	-7	-2	.
74	CCN1CCC(CC(=O)NCc2nnc3n2CCCC3)CC1	-16	.	-7
75	O=C(NCCCCc1ccccn1)C1CCC(=O)N(CCN2CCOCC2)C1 (configuration not stated)	-10	-3	-5
76	Cc1nc(SCc2ccc(C(=O)NCc3ccccn3)cc2)nc(N2CCN(c3ccccc3F)CC2)c1C	-3	10	-5
77	O=C(NN=Cc1cccc([N+](=O)[O-])c1)c1cc(-c2cc(Cl)ccc2Cl)n[nH]1	-10	5	-6
78	CCc1nccn1CCC(=O)N1CC(=O)N(CC(C)C)CC(OCc2ccccc2F)C1 (configuration not stated)	-9	-1	.
79	NC(=O)Cn1cnc2c(nnn2-c2ccc(Cl)cc2)c1=O	-3	-3	-7
80	COC(=O)c1c(NC(=O)C(C#N)=Cc2cc(Br)ccc2O)sc2c1CCCC2	-7	-2	-5
81	O=C(COC(=O)c1ccc(OC(F)F)cc1)NCC1CCCO1 (configuration not stated)	5	-1	.

Going on with the list.
#	Compound	hcGAS inh	NPYLR7 ag	mcGAS lum
82	O=C(c1ccc(F)cc1F)N1CCc2ccccc21	-9	1	-8
83	O=C(OC1(C2CC2)CC1)c1cccc(C(=O)N2CCCC2)n1	-9	4	.
84	CCC1CN(CCC(=O)NCCCn2ncc3ccccc32)Cc2cc(OC)ccc2O1 (configuration not stated)	3	-1	-5
85	COCCNC(=O)c1cc(NC(=O)Nc2cccc3ccccc23)ccc1N1CCCCC1	-4	32	-6
86	CCc1ccc(NC(=O)C(C)Sc2nnc(CN3CCCC3)o2)cc1 (configuration not stated)	4	2	0
87	Cc1cc(=O)[nH]c(-n2nc(C)cc2NC(=O)c2cc(=O)c3ccccc3o2)n1	-6	7	-6
88	NC(=O)c1c(Cl)c(Cl)c(Cl)c(Cl)c1Cl	-6	-1	.
